Screening results from PubChem BioAssay.
aSyn yeast inh: inhibitors of alpha-synuclein toxicity in yeast | hit rate 0.14% among 370,000 | Potency, µM (doses to about 46.1 µM), for inactives: at the top dose growth rescue (activation), most hits filed as activators | Yeast expressing alpha-synuclein, growth rescue, BacTiter-Glo, 24 h | AID 652106; further: % of control where 0% means no effect; nearly all actives have a fitted effect of over 65% in size
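Rescue of yeast growth: cells expressing toxic alpha-synuclein, induced in galactose at OD600 0.02, incubated with compound 24 h at 30 C. ATP luminescence quantified growth; inhibitors of toxicity appear as activators.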
TDP43 rescue: TDP-43 toxicity inhibition in yeast. TDP-43 expressing yeast growth rescue, BacTiter-Glo, 24 h. Potency, µM (highest dose often 46.1 µM), without a hit: at the top dose growth rescue (activation), usual class: activators. hit rate 1.8% among 410,000; further: % of control where 0% means no effect; nearly all actives have a fitted effect of over 50% in size
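In this qHTS, compounds that restore growth of yeast expressing TDP-43 appear as activators. Cells (OD600=0.02, galactose medium, raffinose-pregrown) are incubated with compound 24 hr at 30 deg C and growth is quantified by BacTiter-Glo.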
EPAC1 antagonist: EPAC1 (human) antagonism; Potency, µM (top dose mostly 115 µM), for the others: at the top dose activity change, negative = inhibition, usual class: inhibitors; EPAC1 GEF assay, Rap1b-BODIPY-GDP exchange fluorescence; O95398; hit rate 0.14% among 360,000;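 further: plate controls were vehicle for no effect and positive control for full effect; nearly all actives have a fitted effect of over 50% in size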
EPAC1 agonist: activates human EPAC1 exchange factor. O95398. hit rate 0.073% among 360,000. AID 720707. Potency, µM (doses to about 154 µM), inactives show top-dose activation, actives largely listed as activators. EPAC1 agonist qHTS, biochemical assay; response scale: 100% = response to 6.5 mM cAMP; further: nearly all actives have a fitted effect of over 60% in size
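EPAC1 100 nM, Rap1B–BODIPY-GDP 250 nM, unlabeled GDP 50 uM; compound titration; 5 min RT; kinetic read ex480/em540 at 5-min intervals ×30 min; data normalized to 6.5 mM cAMP agonist control.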
EPAC2 antagonist: EPAC2 (human) antagonism | Q8WZA2 | Potency, µM (titrated, usually from 114 µM), for inactives: top-dose activity, negative = inhibition, actives largely listed as inhibitors | hit rate 0.18% among 360,000 | AID 720708 | EPAC2 GEF exchange of Rap1B-BODIPY-GDP, fluorescence; further: on the % scale 0 is the no-effect control and ±100 the full control effect; nearly all actives have a fitted effect of over 45% in size; many of its hits are not listed in these tables
PTHR1 agonist: PTHR1 (human) receptor agonism; Q03431; HEK293 GP2 PTHR1 cells, GloSensor cAMP luminescence, 1 h; Potency, µM (highest dose often 115 µM), for the others: at the highest dose activation, most hits filed as activators; hit rate 0.075% among 410,000; further: nearly all actives have a fitted effect of over 55% in size; some results filed as inactive show a strong effect at the top dose; inactives centre near -15; many of its hits are not listed in these tables
Target sequence (Q03431 whole entry, looked up): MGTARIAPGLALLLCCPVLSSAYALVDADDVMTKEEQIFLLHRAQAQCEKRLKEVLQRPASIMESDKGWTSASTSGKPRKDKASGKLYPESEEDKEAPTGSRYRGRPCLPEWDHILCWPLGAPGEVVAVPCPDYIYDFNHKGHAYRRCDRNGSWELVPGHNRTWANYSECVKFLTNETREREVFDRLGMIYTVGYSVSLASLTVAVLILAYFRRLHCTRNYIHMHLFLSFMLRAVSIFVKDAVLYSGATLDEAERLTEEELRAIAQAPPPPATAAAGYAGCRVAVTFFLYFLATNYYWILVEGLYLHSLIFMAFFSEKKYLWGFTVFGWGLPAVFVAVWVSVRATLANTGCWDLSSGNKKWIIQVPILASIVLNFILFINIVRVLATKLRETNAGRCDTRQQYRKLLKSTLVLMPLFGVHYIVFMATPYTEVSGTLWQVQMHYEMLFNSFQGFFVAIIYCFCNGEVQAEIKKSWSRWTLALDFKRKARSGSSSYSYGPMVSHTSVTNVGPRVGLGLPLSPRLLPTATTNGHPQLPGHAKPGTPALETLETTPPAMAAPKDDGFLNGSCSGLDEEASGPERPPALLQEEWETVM
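HEK-293-derived GP2 cells expressing PTHR1 and a GloSensor cAMP reporter, 3,000/well, plated overnight, given luciferin plus IBMX (each 0.5 mM as added) for 1 h at 37 °C, then compound for 1 h at 37 °C. Luminescence was read after 15 min at room temperature.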
FUS suppressor: FUS proteinopathy suppression in yeast | hit rate 0.24% among 390,000 | Potency, µM (doses to about 76.6 µM), for the others: at the highest dose growth rescue (activation), actives largely listed as activators | AID 1347120 | S. cerevisiae FUS-expressing, growth rescue, OD600, 24 h;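 further: plate controls were DMSO vehicle for no effect and reference control for full effect; nearly all actives have a fitted effect of over 55% in size; some results filed as inactive show a strong effect at the top dose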
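FUS-expressing yeast, raffinose-pregrown, induced in 2% galactose minimal medium at OD 0.005; compounds in a dilution series, 24hr at 30C. Growth restoration read as absorbance at 600 nm. CP55940 positive control, DMSO negative.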
EPAC2 agonist: activates human EPAC2 exchange factor. Q8WZA2. EPAC2 activation, biochemical qHTS; response scale: 100% = 6.5 mM cAMP response. Potency, µM (doses to about 154 µM), for the others: at the top dose activation, most hits filed as activators. hit rate 0.079% among 360,000. AID 720711; further: nearly all actives have a fitted effect of over 50% in size
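Each well held 100 nM EPAC2, 250 nM RAP1B-BODIPY-GDP and 50 uM GDP. Fluorescence, read at 5-min intervals to 30 min, was referenced to a 6.5 mM cAMP positive control.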
Active calls of the source: *; i = inactive; ? = inconclusive; · = no result given; & = joins results of further samples; [ ] = remark or other dose. The call rests on the fitted dose curve; in most records, active means well fitted curve in the direction sought with a large enough effect; inconclusive means small, poorly fitted or top-dose-only effect, or another doubt; inactive means no such curve, though single readings can be large; an effect the other way counts as inactive or inconclusive. Potency means the concentration at half of the fitted maximal effect. The list is partial; count on the stated rates, not on these rows.

SMILES	aSyn yeast inh	TDP43 rescue	EPAC1 antagonist	EPAC1 agonist	EPAC2 antagonist	PTHR1 agonist	FUS suppressor	EPAC2 agonist
CCc1nnc(NC(=O)c2ccc3c(c2)C(=O)N(C(C)(C)C)C3=O)s1	-10.4%	-6.1%	20.1%	0.2%	14.1%	-23.1%[57.5 µM]	18.1%	-8.2%
O=C1Nc2ccccc2C12OC1CCCCC1O2 (centres undefined)	-0.4%	5.2%	6.6%	1.0%	6.3%	i	8.7%	-4.4%
C/C(O)=C\c1nc(=O)c2c(C)cc(C)nc2n1-c1ccccc1	1.1%	-16.7%	19.8%	-0.1%	16.8%	-10.7%[57.5 µM]	-7.7%	6.9%
COc1cc(-c2noc(C)c2/C=C/c2ccc(OC(C)=O)cc2)cc(OC)c1OC	-3.1%	0.0%	-11.9%	0.9%	8.9%	-77.4%[inhibitor]	6.1%	4.8%
O=C(CCC(=O)OCC(=O)c1cccc([N+](=O)[O-])c1)Nc1ccccc1Cl	-2.6%	-6.0%	-0.7%	6.7%	-6.6%	-21.6%[57.5 µM]	16.5%	9.6%
CSc1ccc(S(=O)(=O)N2CCC(C(=O)Nc3ccccc3C(F)(F)F)CC2)cc1	2.7%	0.2%	-7.8%	-6.1%	-8.5%	i	7.9%	6.1%
COc1ccccc1OCCN1C(=O)S/C(=C\c2ccco2)C1=O	2.1%	-0.1%	?	12.4%	-5.2%	-19.0%	21.7%	15.6%
C[C@@H]1CN([C@@H](C)CO)C(=O)CCCn2nncc2CO[C@H]1CN(C)C(=O)Nc1ccc2c(c1)OCO2	1.3%	0.0%	-7.4%	-2.0%	-1.2%	i	26.5%	2.2%
Cc1ccc(CCNS(=O)(=O)c2cnc[nH]2)cc1	-2.5%	-5.5%	-5.7%	10.5%	-2.7%	i	4.6%	5.6%
Cc1cccnc1NC(=O)CSc1nnc(Cc2ccccc2)o1	1.4%	0.0%	-3.7%	-0.4%	-4.4%	i	-6.6%	2.8%
COc1ccc(CCNC(=O)C2CCCN2C(=O)Nc2ccc(F)cc2)cc1OC (centres undefined)	-13.9%	-4.6%	8.0%	11.4%	12.6%	-2.3%	4.4%	2.7%
COCCNc1nc2c(c(=O)n(C)c(=O)n2C)n1CCCc1ccccc1	-1.7%	?	8.1%	9.2%	9.1%	-13.3%	7.1%	2.6%
CC[C@]12c3[nH]c4ccc(OC)cc4c3CCN1C(=O)C(CC(=O)NCC13CC4CC(CC(C4)C1)C3)C[C@@H]2C(=O)N1CCN(C(=O)C2CC2)CC1 (some centres undefined)	-1.1%	4.2%	-10.7%	-11.8%	-2.7%	-25.8%	?	4.7%
Cn1c(CC(=O)Nc2ccccc2)nnc1SCC(=O)NC1=NCCS1	-0.7%	21.8%	-12.9%	-7.3%	5.9%	i	6.8%	5.8%
CC(Sc1nc(C(C)(C)C)cc(-c2ccccc2)c1C#N)C(=O)Nc1ccccc1 (centres undefined)	-25.9%	13.2%	-6.3%	6.4%	-14.7%	i	·	0.6%
CN(C)CCOC(=O)c1ccc2c(c1)S(=O)(=O)c1ccccc1C2=O	-0.1%	4.8%	-0.3%	-0.1%	2.1%	i	1.8%	-5.1%
COc1cccc(C(=O)NNS(=O)(=O)c2ccc(F)cc2)c1	0.6%	9.4%	4.8%	-8.1%	16.2%	i	-19.6%	-3.3%
Cc1ccnc(N2CCC(C(=O)Nc3ccc4c(c3)OCCO4)CC2)n1	12.8%	28.5%	-9.5%	-0.1%	6.9%	i	-20.3%	5.8%
CN1/C(=C/C(=O)C2CC2)C(C)(C)c2ccccc21	-6.2%	-17.3%	-16.3%	-9.0%	0.5%	-92.8%[inhibitor]	8.2%	12.9%
S=C(Nc1ccc(Cl)cc1Cl)NC1CCCCC1	-6.9%	20.1%	-2.9%	0.7%	-0.5%	-68.8%[inhibitor][57.5 µM]	-1.2%	-1.9%
CC(=O)Nc1cccc(-c2cn3ccccc3n2)c1	-0.7%	-11.0%	-14.2%	6.1%	-5.2%	-22.0%	13.8%	5.2%
COc1ccc2ccccc2c1/C=N/NC(=O)c1cccc([N+](=O)[O-])c1	-0.2%	-5.9%	-18.6%	2.3%	16.7%	-13.9%	15.1%	-4.0%
CCOC(=O)C(NC(=O)c1ccccc1)(OCc1ccccc1)C(F)(F)F (centres undefined)	6.9%	?	-19.6%	-7.6%	-4.8%	i	-4.0%	6.8%
COc1ccc(S(=O)(=O)N(CC(=O)Nc2ccc3c(c2)OCO3)c2ccccc2OC)cc1	4.2%	9.6%	0.4%	10.0%	-11.8%	i	4.0%	-1.0%[15.6 µM]
COC(=O)c1ccc(S(=O)(=O)N2C3CCC2CC(NC(=O)C2CC2)C3)cc1 (centres undefined)	-4.0%	-12.3%	14.2%	2.0%	11.7%	i	0.9%	4.4%
Cc1cccn2c(=O)c(C=O)c(N3CCN(c4ccc(F)cc4)CC3)nc12	0.0%	?	11.2%	-3.4%	?	i	11.6%	8.9%
CCC1=C(C(=O)OC)C(c2cc(OC)ccc2OC)C(C#N)=C(N)O1 (centres undefined)	-1.5%	-21.2%	-1.2%	1.0%	3.2%	12.4%[57.5 µM]	19.8%	0.4%
O=C(COC(=O)C1(c2ccc(Cl)cc2)CCCC1)Nc1ncc(C(F)(F)F)cc1Cl	-10.4%	9.8%	-9.9%	-3.8%	-15.6%	-50.1%[inhibitor]	19.3%	4.1%
Cc1cc2oc(C(=O)Nc3nonc3C)c(C)c2cc1C	-4.8%	15.8%	2.8%	-10.1%	5.2%	-16.3%	-31.0%	0.4%
CCOc1ccc(N(CC(=O)NC2CCCC2)S(=O)(=O)c2ccccc2)cc1	4.4%	5.5%	-8.0%	3.4%	1.1%	i	-19.4%	-1.6%

2 of the compounds above, field by field.
> CCC1=C(C(=O)OC)C(c2cc(OC)ccc2OC)C(C#N)=C(N)O1 (centres undefined)
  aSyn yeast inh: -1.5%; TDP43 rescue: -21.2%; EPAC1 antagonist: -1.2%; EPAC1 agonist: 1.0%; EPAC2 antagonist: 3.2%; PTHR1 agonist: 12.4%[57.5 µM]; FUS suppressor: 19.8%; EPAC2 agonist: 0.4%

> COC(=O)c1ccc(S(=O)(=O)N2C3CCC2CC(NC(=O)C2CC2)C3)cc1 (centres undefined)
  aSyn yeast inh: -4.0%; TDP43 rescue: -12.3%; EPAC1 antagonist: 14.2%; EPAC1 agonist: 2.0%; EPAC2 antagonist: 11.7%; PTHR1 agonist: i; FUS suppressor: 0.9%; EPAC2 agonist: 4.4%

The listing continues.
SMILES	aSyn yeast inh	TDP43 rescue	EPAC1 antagonist	EPAC1 agonist	EPAC2 antagonist	PTHR1 agonist	FUS suppressor	EPAC2 agonist
CCCCC1C(=O)N(c2ccccc2)N(c2ccc(O)cc2)C1=O (centres undefined)	6.3%	?	-14.8%	-7.7%	-14.0%	-49.9%[inhibitor]	-17.7%	18.4%
CCCNC(=O)c1ccc2c(=O)n(Cc3ccco3)c(=S)[nH]c2c1	-4.3%	1.3%	-7.4%	4.8%	11.8%	i	9.7%	0.4%
O=S(=O)(NC1CCCCCCC1)c1ccc(F)cc1	9.2%	18.8%	4.5%	2.7%	-9.4%	i	2.9%	8.2%
CCOC(=O)[C@H]1[C@H]2COc3ccc(OC)cc3[C@@H]2N2C(=O)c3ccccc3NC(=O)[C@@]12C	0.2%	-10.3%	-13.6%	6.7%	-20.4%	-22.7%	4.8%	9.1%
CC(=NNC(=S)N1CCCCC1)c1cccc(C)n1	-77.4%[inhibitor]	-85.7%[inhibitor]	-18.4%	7.0%	5.9%	i	·	-2.6%
CCN(CC(=O)Nc1ccc2c(c1)OCCO2)C(=O)/C=C/c1ccccc1	7.4%	19.6%	-10.4%	11.9%	4.1%	-5.5%	-21.0%	9.7%
CC(=O)c1cc2c(cc1NC(=O)Cn1nc(-c3ccc(F)cc3)ccc1=O)OCO2	1.3%	-10.4%	-10.9%	-0.1%	-19.3%	-36.6%[inhibitor]	-18.2%	17.0%
COC(=O)C(C)Sc1nc2c(cnn2-c2ccc(F)cc2)c(=O)[nH]1 (centres undefined)	3.8%	5.7%&1.8%	4.4%	10.7%	-9.6%	-5.3%&-16.0%	-28.1%&9.6%	8.1%
Cc1occc1-c1nnc(SCC(=O)NC2CC2)n1C	4.3%	-1.0%	13.6%	-0.2%	4.8%	?	-5.9%	5.3%
O=C1COc2ccc(C(=O)C[n+]3cccc(O)c3)cc2N1	-2.6%	-1.5%	2.7%	4.0%	4.1%	i	6.5%	1.3%
O=C1CC(N2CCN(c3ccccc3Cl)CC2)C(=O)N1c1cccc(F)c1 (centres undefined)	0.5%	12.6µM*	-8.7%	-5.3%	-6.9%	-5.5%[57.5 µM]	19.2%	2.1%
O=C(CCn1c(=O)oc2ccccc21)Nc1cccc(Br)c1	2.7%	7.5%	-4.7%	?	-0.6%	i	3.4%	4.3%
Cn1c(=O)n(C)c2cc(NS(=O)(=O)c3ccc(Br)s3)ccc21	-3.9%	-4.7%	-11.3%	11.1%	-6.2%	-9.1%	13.4%	0.4%
COc1cccc(-n2c(SCC#N)nnc2-c2cnccn2)c1	-0.6%	3.5%	5.5%	-0.1%	-1.4%	i	·	-12.3%
CC1CCc2sc3c(c2C1)c1ncnn1c(=O)n3CC(=O)c1ccc(Br)cc1 (centres undefined)	-2.9%	-5.6%	5.0%	9.4%	2.1%	3.5%[57.5 µM]	-7.4%	0.4%
Cc1ccc(NC(=O)CSc2nc3ccccc3nc2Cc2ccccc2)c(Cl)c1	4.6%	13.2%	·	·	·	-10.6%	-19.3%	·
Cc1ccc(CC(=O)OCCNC(=O)c2cccnc2)cc1	2.5%	-20.0%	7.3%	6.2%	-0.8%	i	-9.2%	7.6%
CCN(CC)c1ccc(C2C3CCCCC3(O)CCN2CC(=O)N2CCCCC2)cc1 (centres undefined)	-4.7%	0.9%	-0.6%	-3.9%	20.4%	-0.8%[57.5 µM]	42.8%	2.1%
Cc1occc1C(=O)Nc1nnc(C(F)(F)F)s1	-28.9%	-19.9%	-19.2%	1.2%	-14.2%	22.1%[57.5 µM]	-9.4%	2.9%
COc1ccc(S(=O)(=O)Cc2ccc(C(=O)N3CCN(C(=O)c4ccco4)CC3)o2)cc1	-1.1%	18.7%	-1.8%	-7.4%	4.3%	-34.3%[inhibitor]	-14.9%	0.0%
CCn1c(Cc2cccn2C)nnc1SCC(=O)c1ccc(C)cc1	0.5%	3.9%	-7.4%	1.0%	-1.2%	-44.0%[57.5 µM]	34.3%	-11.3%
